SNCA expr inh – Primary qHTS assay for inhibitors of alpha-synuclein gene (SNCA) expression | HEK-293 SNCA-luciferase knock-in, luminescence, 24 h | Potency, µM (titrated, usually from 57.2 µM), without a hit: top-dose activity change, negative = inhibition, hits mostly inhibitors | 140,000 compounds, 0.17% hits;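 further: potency means the concentration at half of the fitted maximal effect; plate controls were DMSO cells for no effect and cell-free wells for full effect; nearly all actives have a fitted effect of over 45% in size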
NIH3T3 tox – Cytotoxic Profiling in NIH 3T3 Cell Line of Diverse Libraries Using Quantitative High-Throughput Screening | NIH 3T3 viability, CellTiter-Glo ATP luminescence, 48-72 h | Potency, µM (doses to about 96.7 µM), for inactives: top-dose activity change, negative = cytotoxicity, hits mostly inhibitors | 94,000 compounds, 4.3% hits | AID 1345082, 2018; further: potency means the concentration at half of the fitted maximal effect; nearly all actives have a fitted effect of over 55% in size
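Cytotoxicity was measured by CellTiter-Glo ATP luminescence after 48 or 72 h compound exposure at 37 °C. Mouse NIH 3T3 fibroblasts were seeded at 400 cells/well and dosed by 23 nL pin transfer.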
HEK cytotox – Cytotoxic Profiling in HEK 293 Cell Line of Diverse Libraries Using Quantitative High-Throughput Screening; HEK 293 viability, ATP luminescence (CellTiter-Glo), 48-72 h; Potency, µM (titrated, usually from 115 µM), for inactives: at the top dose activity change, negative = cytotoxicity, most hits filed as inhibitors; 94,000 compounds, 6.6% hits; AID 1345083, 2018; further: potency means the concentration at half of the fitted maximal effect; nearly all actives have a fitted effect of over 60% in size
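Pintool-delivered compounds were incubated with HEK 293 cells (250 cells/well) at 37 degree Celsius for 48 or 72 hr. ATP-dependent luminescence (CellTiter-Glo) then reported remaining viable cells.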
IP6K1 inh – Primary qHTS assay for small molecule inhibitors of Inositol hexaphosphate kinase 1 (IP6K1). Inositol hexakisphosphate kinase 1 (Homo sapiens), Q92551. IP6K1 kinase, ADP-Glo luminescence, 2 h; active compounds read low. activity change, % (series mostly up to about 58 µM). 140,000 compounds, 0.81% hits. AID 1645851, 2021; in the data active means activity change below about -25%
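ADP-Glo luminescence measures ADP made by human IP6K1 during a 2 h RT reaction with ATP/IP6 (mix at 1.3 mM/130 uM); top library doses 57.5 and 19.1 uM final.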
GPT2 inh – Primary qHTS assay for inhibitors of Glutamate pyruvate transaminase 2 (GPT2). Alanine aminotransferase 2 (Homo sapiens), Q8TD30. Recombinant GPT2, coupled pyruvate oxidase/HRP Amplex Red fluorescence. Potency, µM (series often up to 57.7 µM), for inactives: at the top dose activity change, negative = inhibition, actives largely listed as inhibitors. 100,000 compounds, 0.25% hits; further: potency means the concentration at half of the fitted maximal effect; nearly all actives have a fitted effect of over 60% in size; many of its hits are not listed in these tables
Target sequence (Q8TD30 whole entry, looked up): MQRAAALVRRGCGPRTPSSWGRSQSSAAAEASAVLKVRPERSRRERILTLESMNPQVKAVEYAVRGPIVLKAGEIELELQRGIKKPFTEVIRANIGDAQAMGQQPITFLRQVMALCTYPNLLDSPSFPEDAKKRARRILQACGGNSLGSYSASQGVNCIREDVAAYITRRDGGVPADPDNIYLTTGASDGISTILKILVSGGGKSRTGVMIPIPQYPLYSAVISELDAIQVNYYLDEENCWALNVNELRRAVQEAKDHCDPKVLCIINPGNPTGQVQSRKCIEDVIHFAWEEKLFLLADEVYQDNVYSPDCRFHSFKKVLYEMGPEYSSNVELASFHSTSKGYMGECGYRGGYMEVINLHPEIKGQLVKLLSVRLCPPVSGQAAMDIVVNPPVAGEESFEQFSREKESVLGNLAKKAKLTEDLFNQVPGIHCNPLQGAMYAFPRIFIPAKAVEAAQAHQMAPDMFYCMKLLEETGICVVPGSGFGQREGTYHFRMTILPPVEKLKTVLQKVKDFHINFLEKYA
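GPT2 10ng/uL, a-KG 250uM, L-Ala 2mM, HEPES pH7.5 + 0.0001% Tween; 30 min RT. Then Amplex mix (PO/HRP/ThPP), 30 min RT dark, fluorescence. AOA 50uM used as positive control.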
Luciferase inh – Firefly luciferase inhibition profiling of diverse chemical library using quantitative high-throughput screening; Luciferin 4-monooxygenase (Photinus pyralis), P08659; 76,000 compounds, 2.5% hits; purified P. pyralis luciferase, luminescence, biochemical; AID 1347043, 2019; Potency, µM (highest dose often 115 µM), for inactives: at the highest dose activity change, negative = inhibition, usual class: inhibitors; further: potency means the concentration at half of the fitted maximal effect; nearly all actives have a fitted effect of over 65% in size
Target sequence (P08659 whole entry, looked up): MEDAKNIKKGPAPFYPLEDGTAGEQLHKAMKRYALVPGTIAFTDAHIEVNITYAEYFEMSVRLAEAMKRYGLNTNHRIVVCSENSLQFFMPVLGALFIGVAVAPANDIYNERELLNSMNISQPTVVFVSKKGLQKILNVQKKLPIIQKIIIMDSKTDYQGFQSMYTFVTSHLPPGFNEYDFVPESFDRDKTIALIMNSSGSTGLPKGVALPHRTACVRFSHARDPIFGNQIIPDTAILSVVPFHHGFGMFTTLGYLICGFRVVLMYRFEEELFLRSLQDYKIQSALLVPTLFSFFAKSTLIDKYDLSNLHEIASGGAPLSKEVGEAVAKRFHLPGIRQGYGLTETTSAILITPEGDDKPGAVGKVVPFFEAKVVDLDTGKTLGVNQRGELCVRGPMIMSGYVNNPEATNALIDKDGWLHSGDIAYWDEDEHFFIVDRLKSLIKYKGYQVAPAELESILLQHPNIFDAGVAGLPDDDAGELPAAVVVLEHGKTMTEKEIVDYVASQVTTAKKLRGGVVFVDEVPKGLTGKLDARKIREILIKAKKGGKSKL
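Luminescence read by CCD imager after adding enzyme (10nM final) to wells holding compound, titrated in qHTS. Substrates 10uM each D-luciferin and ATP; buffer 50mM Tris acetate pH 7.5, 10mM Mg acetate, Tween-20, BSA.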
HEK293 viab – GF-AFC viability counterscreen for inhibitors of alpha-synuclein gene (SNCA) expression; HEK-293-SNCA-luc viability, GF-AFC fluorescence, 24 h; Potency, µM (doses to about 57.1 µM), for the others: top-dose activity change, negative = cytotoxicity, actives largely listed as cytotoxic; 150,000 compounds, 0.12% hits;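 further: potency means the concentration at half of the fitted maximal effect; 0% = DMSO-treated cells and -100% = medium-only wells without cells; nearly all actives have a fitted effect of over 30% in size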
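HEK-293-SNCA-luc cells (1500/well) plated 24 h, then exposed 24 h to a dilution series; GF-AFC added 30 min at 37C, fluorescence 405/540 nm; normalised to medium-only and DMSO wells, Hill fit.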
Numbers without * were called inactive; i = inactive; ? = inconclusive; · = no result given; & = joins results of further samples; [ ] = dose if it differs, or a comment. Unless noted, the call rests on the fitted dose curve; in most records, active means well fitted curve in the direction sought with a large enough effect; inconclusive means small, poorly fitted or top-dose-only effect, or another doubt; inactive means no such curve, though single readings can be large; an effect the other way counts as inactive or inconclusive. Unless noted, on the % scale 0 is the no-effect control and ±100 the full control effect. Random draw from the library (roughly 7.8% active in at least one column).

SMILES	SNCA expr inh	NIH3T3 tox	HEK cytotox	IP6K1 inh	GPT2 inh	Luciferase inh	HEK293 viab
O=C(c1ccccc1F)N1CC(Oc2cccc(-c3nc(-c4ccccc4)no3)c2)C1	33%[activator]	?	?	1	i	?	9%
C#CCNC(=O)c1nc2sccn2c1-c1cccnc1	11%	-4%	1%	4	0%	·	7%
N#CC1CCN(C(=O)C2CCc3nnc(-c4ccc(Cl)cc4Cl)n32)CC1 (centres undefined)	7%	i	i	7	0%	·	0%
CCCCN(C)CCNC(=O)c1c2c(nc3ccccc13)C(=O)N(C1CCCCC1)C2	14%	·	·	24	·	·	-24%
O=C(NC[C@H]1OC[C@@H](NCc2ccccc2)[C@@H]1O)c1ccccc1	-20%[87.6 µM]	-9%[174 µM]	-8%[172 µM]	0	5%[88.5 µM]	3%[172 µM]	4%[87.6 µM]
Cn1cc(CC(=O)N2CCCc3ncc(C(=O)N4CCCC[C@@H]4Cc4ccccc4)cc32)c2ccccc21	?	?	40µM*	15	-7%	3%	?
CC[C@H]1CN(C(=O)Nc2cccc(C(F)(F)F)c2)CC[C@H]1CC(=O)N(C)CC#N	?	-39%[174 µM]	?	5	i	-1%[172 µM]	-16%[87.6 µM]
Cc1ccc(CNC(=O)c2ccc(-c3nc(CN4CCc5ccccc54)c(C)o3)cc2)cc1	12%	·	·	24	·	·	3%
Cc1ccc(NC(=O)Cn2cc(C(=O)c3ccco3)c3ccccc32)c(C)c1	-9%	·	·	-6	·	·	?
N=c1ccn2c(n1)O[C@H]1[C@@H](O)[C@@H](CO)O[C@H]12	-8%	·	·	·	i	·	-18%
Cc1ccc(COC(=O)N2CC[C@@H](CNc3ncccn3)[C@@H](F)C2)cc1	·	·	·	-8	?	·	-18%
COC(=O)CSc1ncc2c(n1)-c1ccccc1N(Cc1ccccc1C)S2(=O)=O	-4%	·	·	48	·	·	-2%
O=C(Cc1ccccc1)N1CCC(O)(c2csc(CN3CCc4ccccc4C3)n2)CC1	-4%	-25%	?	2	0%	-6%	4%
O=C(c1ccn[nH]1)N1CCCCC1c1noc(COc2ccc(F)cc2)n1 (centres undefined)	24%	?	?	9	i	8%	-14%
COc1ccc(CNC(=O)[C@@H](C)C2CC[C@@]3(C)CC[C@H](NC(=O)COc4ccccc4)[C@@H](C)[C@@H]3[C@H]2O)cc1 (some centres undefined)	-7%	32µM*	22µM*	-3	i	-11%	0%
COc1ccc(NC(=O)Cn2c(C)cc3nc4n(c(=O)c32)CCCC4)cc1	-27%	-6%	5%	-19	5%	2%	-11%
COc1ccc(C(=O)N2C[C@@H](Oc3ccccc3)C[C@H]2C(=O)N2CCOCC2)c(OC)c1	33%[activator]	-4%	1%	20	3%	4%	-8%
CN1CC[C@@H](NC(=O)Nc2ccc(C#N)cc2)C[C@@H]1c1nc2ccccc2[nH]1	·	·	·	9	i	·	-9%
COc1ccc(CN2Cc3[nH]cnc3C[C@H]2c2nc(Cc3ccccc3)no2)cc1	3%[87.6 µM]	?	?	-2	-6%[88.5 µM]	2%[172 µM]	4%[87.6 µM]
C[C@@H]1CN(C(=O)Cn2ccc(=O)[nH]c2=O)C[C@@]1(O)C1CCC1	10%	-14%	-12%	8	i	5%	9%
CC1=C(C(=O)OC(C)C)C(c2ccccc2C)N2C(CC(=O)NCC3CC3)=CSC2=N1 (centres undefined)	5%	?	10µM*	-1	-6%	-6%	-17%
CC(C)(C)c1ccc(C(=O)Nc2ccc(C(O)[C@H]3COCC(=O)N3)cc2)cc1 (some centres undefined)	29%[87.6 µM]	?	?	-1	i	-31%[172 µM]	8%[87.6 µM]
O=C(c1ccc(CS(=O)(=O)c2c(Cl)cccc2Cl)o1)N1CCN(c2ccccc2)CC1	17%	·	·	8	·	·	24%
COc1ccc(-c2cc(C(=O)NCc3cccc(OC)c3)c3cnn(C)c3n2)cc1	-18%	?	?	5	-4%	·	2%
CC(=O)N(CC(=O)N(C)C)c1ccccc1	-27%[25.6 µM]	·	·	-1	i	·	30%[23.9 µM]

Arranged by SMILES length (largest number first): some entries from above
SMILES	SNCA expr inh	NIH3T3 tox	HEK cytotox	IP6K1 inh	GPT2 inh	Luciferase inh	HEK293 viab
COc1ccc(CNC(=O)[C@@H](C)C2CC[C@@]3(C)CC[C@H](NC(=O)COc4ccccc4)[C@@H](C)[C@@H]3[C@H]2O)cc1 (some centres undefined)	-7%	32µM*	22µM*	-3	i	-11%	0%
CC[C@H]1CN(C(=O)Nc2cccc(C(F)(F)F)c2)CC[C@H]1CC(=O)N(C)CC#N	?	-39%[174 µM]	?	5	i	-1%[172 µM]	-16%[87.6 µM]
Cc1ccc(CNC(=O)c2ccc(-c3nc(CN4CCc5ccccc54)c(C)o3)cc2)cc1	12%	·	·	24	·	·	3%
C#CCNC(=O)c1nc2sccn2c1-c1cccnc1	11%	-4%	1%	4	0%	·	7%

(further entries)
SMILES	SNCA expr inh	NIH3T3 tox	HEK cytotox	IP6K1 inh	GPT2 inh	Luciferase inh	HEK293 viab
CS(=O)(=O)c1ccc(C2=C(c3ccccc3)C(=O)OC2)cc1	-11%	·	·	-24	-12%&2%	·	14%&10%
COC[C@@H]1CN(C(=O)c2ccco2)C[C@H]1c1ccccn1	-10%	-12%	-4%	0	i	-4%	-6%
Cn1ncc2c(C(=O)N3CCOCC3)cc(-c3ccc([S+](C)(=O)[O-])cc3)nc21	-5%&2%	-19%&-12%	-17%	-3&1	-5%	·	-11%&1%
CNC(=O)[C@@H]1C[C@H](Oc2ccccc2)CN1C(=O)c1ccc(C)nc1	-3%	-13%	-4%	6	-2%	2%	?
CN(Cc1ccccc1)S(=O)(=O)c1cc(Br)cc2c1N(C(=O)C1CC1)CC2	2%	·	·	-24	·	·	1%
Cc1[nH]cnc1CN1CCC(c2nnc(CN3CCCCC3)n2C)CC1	-9%	i	3%	5	4%	0%	12%
COc1cc(OC)c(N(C)C(=O)c2cc3c(=O)oc4ccccc4c3s2)cc1Cl	1%	·	·	7	·	·	3%
CCOC(=O)Cn1nc(C)c(NC(=O)COc2ccc(Cl)cc2C)c1C	-7%	·	·	13	·	·	0%
CCn1nc(C)c(C(C)NCc2cccc(OC)c2OCCN2CCOCC2)c1C (centres undefined)	-22%	-12%	-5%	9	-28%	2%	4%
O=c1cc2nc(-c3ccccc3)nc(SCCOc3ccc(Cl)cc3)n2[nH]1	29%	·	·	-2	·	·	15%
COc1cccc(C(=O)Nc2ccc3nc4n(c(=O)c3c2)CCCCC4)c1	23%	·	·	10	·	·	-19%
CCOC(=O)c1cccc(NC(=O)N2CC[C@@H](CC(=O)N3CCOCC3)[C@@H](CC)C2)c1	42%[activator][87.6 µM]	-13%[174 µM]	-4%[172 µM]	6	-35%[88.5 µM]	-4%[172 µM]	4%[87.6 µM]
CC(C)c1noc(C2CCCN(C(=O)Cc3cccc(F)c3)CCC(=O)NCC2)n1 (centres undefined)	-27%	-19%	-3%	30	-10%	-1%	-6%
CC1=C(C(=O)OC(C)C)C(c2ccc([N+](=O)[O-])cc2)N2C(CC(=O)N3CCCC3)=CSC2=N1 (centres undefined)	8%	-11%	?	-10	i	3%	-13%
CCN(CCO)C[C@@H]1CN(c2nccc(N)n2)C[C@@H]1CO	2%	-5%	i	20	-5%	-3%	-2%
O=C(Nc1ccc(S(=O)(=O)C(F)(F)F)cc1)C1=CCN(c2ncccc2C(F)(F)F)CC1	·	·	·	3	?	·	?
CCc1cc(NCC(c2ccc(C)o2)N2CCOCC2)n2nccc2n1 (centres undefined)	-2%	1%	-26%	7	-2%	-1%	4%
COCCNC(=O)[C@@H]1CCC[C@@H](NC(=O)c2cncnc2)CN(C)C(=O)C1	?	3%[138 µM]	i	-9	2%[88.5 µM]	-3%[172 µM]	3%[87.6 µM]
O=C(Cc1cccnc1)NCC(=O)N1CCCCCCNC(=O)CC1c1ccccc1 (centres undefined)	37%[activator]	i	i	0	4%	1%	0%
CCCN(CC1CCOC1)S(=O)(=O)c1ccc(Br)s1 (centres undefined)	-1%	-1%	-22%	7	1%	3%	-2%
O=C(NCCCO)C(=O)NCC(c1ccc2c(c1)OCO2)N1CCOCC1 (centres undefined)	-1%	·	·	-3	·	·	7%
CCN(CC)CC(=O)N1CCC(C(=O)Nc2ccc(-c3nc4ccccc4o3)cc2)CC1	77%[activator]	22µM*	22µM*	11	5%	-13%	-21%
Cn1cc(-c2ccc(Cl)cc2)c2nc(CNc3ccccc3)cn2c1=O	11%[87.6 µM]	?	?	9	-36%[88.5 µM]	-24%[172 µM]	9%[87.6 µM]
Cc1cc(Cl)ccc1OCC(=O)N1CCC(c2nc3ccccc3s2)CC1	2%	·	·	23	·	·	-13%
COc1ccc(NC(=O)CSc2nc3c(oc4ccccc43)c(=O)n2-c2ccccc2)cc1OC	-1%	·	·	-2	·	·	?
SMILES	SNCA expr inh	NIH3T3 tox	HEK cytotox	IP6K1 inh	GPT2 inh	Luciferase inh	HEK293 viab
Cc1ccc2oc(-c3ccc(Cl)c(NC(=O)c4ccc(-c5ccccc5[N+](=O)[O-])o4)c3)nc2c1	184%[activator]	·	·	0	·	·	0%
Cc1cc(N2CCN(c3cccc(C(F)(F)F)c3)CC2)n2nc(-c3ccccc3C)nc2n1	-3%	·	·	-11	·	·	-17%
O=C(c1ccc(OC2CCN(C(=O)C3CC3)CC2)nc1)N1CCOCC1	-9%	4%	?	33	i	2%	5%
O=C(NCc1cc(F)ccc1F)C1Cn2cccc2C(=O)N1Cc1ccccc1 (centres undefined)	?	-17%	-12%	-2	i	1%	-14%
Cc1ccc2c(C(=O)NCCN3CCCCC3)cc(NC(=O)C(C)C)cc2n1	10%	i	2%	16	-8%	-4%	1%
CCc1ccc(NC(=O)CCn2cnc3ccccc3c2=O)cc1	11%	·	·	17	·	·	7%
CC(C)c1nncn1C1CCN(S(=O)(=O)c2ccc(Br)cc2)CC1	-5%	?	?	-7	i	0%	1%
Cc1cccc(C(=O)Nc2cccc(OCc3cc(=O)n4cc(C)sc4n3)c2)c1	-16%	·	·	-2	·	·	-3%
CC(=O)Nc1ccc(-n2ccnc2-c2ccc(O)c(CN(C)C)c2)cc1	-13%	2%	-1%	-10	4%	12%	-3%
CCOc1ccc(C(=O)NCC(c2ccc3c(c2)OCO3)N2CCN(c3ccc(F)cc3)CC2)cc1 (centres undefined)	-17%	·	·	-2	·	·	-24%
CCn1cc2c3c(cccc31)CN(C(=O)c1ccc(OC)cc1)CC2	0%	?	?	46	-19%	-5%	-8%

Screening results from PubChem.
